# Source: PubChem
# PI4K2A inh: qHTS for small molecular inhibitors of PI4K2A | activity change, negative = inhibition, % at 76.9 µM | Phosphatidylinositol 4-kinase type 2-alpha (Homo sapiens), Q9BTU6 | 420,000 compounds, 0.13% hits | purified PI4K2A, ADP-Glo luminescence, 1 h; active compounds read low; in the data active means activity change below about -50%; inconclusive means mostly about -30% to -49%;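 further: -100% = wells without enzyme as full effect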
#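 In this quantitative HTS, ADP production by PI4K2A was quantified luminescently after 1 h at ambient temperature; 100 microM adenosine served as plate-quality control.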
# Glioma ERSR ind: qHTS for Inducers of the Endoplasmic Reticulum Stress Response (ERSR) in Human Glioma: qHTS | U87-MG GRP78 promoter luciferase reporter, 16 h | Potency, µM, for the others: top-dose activation, actives largely listed as activators | 420,000 compounds, 0.02% hits | AID 602332, 2012; further: potency means the concentration at half of the fitted maximal effect; series mostly up to about 76 µM; % of control where 0% means no effect; nearly all actives have a fitted effect of over 35% in size
#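 Stably transfected U87-MG glioma cells carrying a GRP78-based luciferase sensor; 16 h compound incubation. Luminescence end-point read 10 min after Bright-Glo addition at room temperature.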
# mIDH1 inhibitor: qHTS for Inhibitors of mutant isocitrate dehydrogenase 1 (IDH1): qHTS; Isocitrate dehydrogenase [NADP] cytoplasmic (Homo sapiens), O75874; IDH1-R132H enzyme, NADPH consumption, diaphorase/resazurin fluorescence; Potency, µM (doses to about 76.6 µM), for inactives: at the top dose activity change, negative = inhibition, most hits filed as inhibitors; 390,000 compounds, 0.093% hits; further: potency means the concentration at half of the fitted maximal effect; on the % scale 0 is the no-effect control and ±100 the full control effect; nearly all actives have a fitted effect of over 65% in size
#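 IDH1-R132H (0.5 ug/mL) preincubated 30 min with compound, then NADPH (0.016 mM) and alpha-KG (2 mM) added; 80 min at RT, pH 7.5. Remaining NADPH coupled via diaphorase/resazurin to fluorescence (540/590 nm); concentration-response curves normalized to no-enzyme control.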
# LDHA block: qHTS assay for inhibitors of human lactate dehydrogenase. L-lactate dehydrogenase A chain (Homo sapiens), P00338. purified LDHA, NADH/diaphorase-resazurin fluorescence; active compounds read low. activity change, % (values are at about 110 or 230 µM). 480,000 compounds, 0.15% hits. AID 1347041, 2019; in the data active means activity change below about -30%; inconclusive means mostly about -25% to -30%;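 further: plate controls were DMSO wells for no effect and wells without enzyme for full effect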
#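 Human LDH5 (2 nM) was incubated with 0.06 mM NADH and 0.2 mM pyruvate for 5 min at room temperature in Tris pH 7.4. Remaining NADH was coupled through diaphorase/resazurin, and resorufin fluorescence was read at 0 and 20 min.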
# USP1-UAF1 inh: Inhibitors of USP1/UAF1: Primary Screen. Ubiquitin carboxyl-terminal hydrolase 1 (Homo sapiens), O94782. recombinant USP1/UAF1, Ub-Rhodamine cleavage fluorescence. Potency, µM (titrated, usually from 57.1 µM), inactives show at the top dose activity change, negative = inhibition, usual class: inhibitors. 390,000 compounds, 0.23% hits; further: potency means the concentration at half of the fitted maximal effect; on the % scale 0 is the no-effect control and ±100 the full control effect; nearly all actives have a fitted effect of over 60% in size; inactives centre near -12
# Target sequence (O94782 whole entry, looked up): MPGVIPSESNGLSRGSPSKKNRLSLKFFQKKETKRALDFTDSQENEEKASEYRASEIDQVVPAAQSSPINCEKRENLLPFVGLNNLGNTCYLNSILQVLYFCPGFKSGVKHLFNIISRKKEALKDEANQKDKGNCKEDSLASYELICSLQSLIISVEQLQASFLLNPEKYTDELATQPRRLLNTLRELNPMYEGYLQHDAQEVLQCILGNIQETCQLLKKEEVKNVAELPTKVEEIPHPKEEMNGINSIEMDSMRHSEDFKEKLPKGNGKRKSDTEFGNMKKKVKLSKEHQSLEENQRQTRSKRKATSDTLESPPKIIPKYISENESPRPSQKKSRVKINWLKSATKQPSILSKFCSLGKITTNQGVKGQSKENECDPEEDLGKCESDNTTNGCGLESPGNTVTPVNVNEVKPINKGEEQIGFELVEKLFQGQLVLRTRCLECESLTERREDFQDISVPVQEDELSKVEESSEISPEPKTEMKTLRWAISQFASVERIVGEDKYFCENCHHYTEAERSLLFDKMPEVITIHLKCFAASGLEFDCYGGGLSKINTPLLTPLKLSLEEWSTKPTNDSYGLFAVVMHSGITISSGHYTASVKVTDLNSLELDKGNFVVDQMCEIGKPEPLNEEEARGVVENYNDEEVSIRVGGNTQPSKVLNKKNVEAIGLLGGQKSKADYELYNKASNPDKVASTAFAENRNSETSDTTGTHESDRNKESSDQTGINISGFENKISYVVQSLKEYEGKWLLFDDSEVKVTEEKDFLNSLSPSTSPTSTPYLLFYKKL
#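 1 nM enzyme complex + cpd, 15 min RT; start with Ub-Rho 150nM final; kinetic fluorescence ex 480/em 540, 6 reads q60 s. Buffer 50mM HEPES pH 7.8, 0.5mM EDTA, 0.1 mg/ml BSA, 1mM TCEP, 0.01% Tween-20.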
# Vif-A3F inh: qHTS for Inhibitors of Vif-A3F Interactions: qHTS. HeLa A3F-eYFP + Vif (tagged APOBEC3F with the HIV-1 protein that degrades it), YFP fluorescence increase. Potency, µM (series often up to 46.1 µM), without a hit: top-dose activity, negative = active. 390,000 compounds, 0.2% hits. AID 602313, 2012; further: potency means the concentration at half of the fitted maximal effect; % of control where 0% means no effect; nearly all actives have a fitted effect of over 65% in size
#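 HeLa cells stably expressing Vif plus C-terminally eYFP-tagged A3F were seeded, incubated overnight at 37 deg C, dosed with compound, incubated overnight again at 37 deg C. Yellow fluorescence (Ex 488/Em 500-530) reported blocked Vif-mediated A3F-eYFP degradation.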
# RXFP1 ag: qHTS Assay for Agonists of the Relaxin Receptor RXFP1 | Relaxin receptor 1 (Homo sapiens), Q9HBX9 | HEK293T-RXFP1 cAMP TR-FRET, 30 min; response scale: percent of porcine relaxin response, buffer zero | Potency, µM (titrated, usually from 57.5 µM), for the others: at the highest dose activation, most hits filed as activators | 370,000 compounds, 0.3% hits | AID 2676, 2010; further: potency means the concentration at half of the fitted maximal effect; on the % scale 0 is the no-effect control and ±100 the full control effect; nearly all actives have a fitted effect of over 60% in size; many of its hits are not listed in these tables
#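 HEK293T cells stably expressing RXFP1 were pretreated with the PDE4 inhibitor Ro 20174, exposed to compounds for 30 min at 37C, lysed, and cAMP was read by TR-FRET. Data normalized to buffer (basal) and 29 nM porcine relaxin (100%).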
# Vif-A3G inh: qHTS for Inhibitors of Vif-A3G Interactions: qHTS; DNA dC->dU-editing enzyme APOBEC-3G (Homo sapiens), Q9HC16; HeLa A3G-eYFP + Vif (tagged APOBEC3G with the HIV-1 protein that degrades it), YFP fluorescence, overnight; Potency, µM (top dose mostly 46.1 µM), without a hit: at the highest dose activity, negative = active, usual class: inhibitors; 410,000 compounds, 0.076% hits; AID 602310, 2012;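 further: potency means the concentration at half of the fitted maximal effect; on the % scale 0 is the no-effect control and ±100 the full control effect; nearly all actives have a fitted effect of over 60% in size; hits raise eYFP signal because A3G escapes Vif-driven loss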
#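 Read-out is eYFP fluorescence (Ex 488/Em 500-530) from Vif-expressing HeLa A3G-eYFP cells; more signal means A3G escaped Vif-mediated degradation. Cells plated overnight, compound pinned in, incubated overnight at 37 deg C.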
# TrxR1 substrate: qHTS Assay for Substrates of Mammalian Selenoprotein Thioredoxin Reductase 1 (TrxR1): qHTS; Thioredoxin reductase 1, cytoplasmic (Rattus norvegicus), O89049; purified TrxR1 substrate turnover, NADPH consumption readout; Potency, µM (doses to about 114 µM), without a hit: at the top dose activity change, negative = substrate turnover; 390,000 compounds, 0.01% hits; further: potency means the concentration at half of the fitted maximal effect; on the % scale 0 is the no-effect control and ±100 the full control effect; nearly all actives have a fitted effect of over 50% in size
#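 Rat TrxR1, dispensed at 90 nM, was prereduced with 400 uM NADPH (final) for 5 min at ~22 deg C, then incubated with compound 15 min before 400 uM selenite. A first-read NADPH fluorescence drop versus no-compound background flagged substrates.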
# * hit, by the source's call; ? = inconclusive; . = no result given; & = joins results of further samples; [ ] = another dose, or the depositor's remark. Unless noted, the call rests on the fitted dose curve; in most records, active means well fitted curve in the direction sought with a large enough effect; inconclusive means small, poorly fitted or top-dose-only effect, or another doubt; inactive means no such curve, though single readings can be large; an effect the other way counts as inactive or inconclusive. This is a subset, so the mix of outcomes need not match the whole.
canonical_smiles	PI4K2A inh	Glioma ERSR ind	mIDH1 inhibitor	LDHA block	USP1-UAF1 inh	Vif-A3F inh	RXFP1 ag	Vif-A3G inh	TrxR1 substrate
O=C(/C=C/c1cccs1)NCc1cccs1	-4	0%	4%	-11	-4%	-1%	.	0%	-10%
CCCC(C)C(=O)OCC(=O)Nc1c(Br)cc(C)cc1Br (configuration not stated)	-3	-6%	-1%	-5	-21%	-12%	4.5%	2%	-4%
CCOC(=O)C1=NOC(CNC(=O)c2ccccc2Cl)C1 (configuration not stated)	0	-7%	-8%	-11	-10%	-24%	-0.2%	-8%	1%
O=C1CC/C=C\C[C@@H](CC(=O)N(CCO)Cc2ccccc2)C(=O)N[C@H](Cc2c[nH]c3ccccc23)CO1	-2	1%	-5%	-4	-20%	-9%	.	0%	1%
O=C(c1ccc([N+](=O)[O-])cc1)N1C=CC(C(F)(F)F)=NCC1	0	-2%	4%	-2	-16%	3%	0.6%	2%	-2%[57.1 µM]
CCOc1ccc(NC(=O)CSC2=Nc3ccccc3C3=NC(CC(=O)NCc4cccs4)C(=O)N23)cc1 (configuration not stated)	-1	-1%	-19%	-5	?	5%	4.6%	2%	-4%[57.1 µM]
Cc1ccc(N2CC(C(=O)Nc3nc4ccc(S(C)(=O)=O)cc4s3)CC2=O)cc1C (configuration not stated)	2	0%	-9%	-10	-13%	1%	-1.9%	2%	3%
COc1ccc(-c2nc3ccccc3o2)cc1NC(=O)c1cc(Br)ccc1OC	5	-2%	-2%	-3	?	-4%	1.5%	-3%	10%
COc1cc(OC)cc(OC(=O)c2cccc(S(=O)(=O)N3CCN(C)CC3)c2)c1	-4	0%	-10%	1	3%	-5%	-0.2%	0%	-6%[57.1 µM]
Cc1ccccc1Nc1nnc(SCC(=O)NCc2cccs2)s1	-4	-5%	5%	-2	-6%	1%	1.6%	0%	-10%
O=C(COC(=O)c1cc(-c2cccs2)nc2ccccc12)c1ccc(Cl)cc1	-5	-2%	-21%	-1	9%	-7%	15%	2%	63%[activator]
COc1ccc(CNC(=O)c2n[nH]c3ccccc23)cc1OC	0	4%	7%	0	-7%	1%	0.2%	-2%	-3%[57.1 µM]
NC(=O)c1cc(NC(=O)CCc2nc3ccccc3s2)cc(C(N)=O)c1	3	-3%	3%	0	-17%	4%	0.0%	5%	-10%[57.1 µM]
COc1ccc(C(=O)NC(C)C2CC3CCC2C3)c(OC)c1 (configuration not stated)	-3	-3%	3%	-3	-13%	-2%	-4.5%	0%	5%
COc1ccc(CNC(=O)CCC(=O)c2ccc(C)cc2)cc1OC	0	2%	-7%	-2	-14%	1%	2.8%	1%	-1%
CS(=O)(=O)NCc1ccc(C(=O)NCCOc2ccccc2)cc1	-2	8%	3%	0	-6%	-1%	0.3%	-3%	-4%
COc1ccccc1CN1CCCC(CNC(=O)c2cccc3ccccc23)C1 (configuration not stated)	1	-2%	-1%	3	-14%	0%	-0.1%	2%	1%
CC(C)n1c(N2CCN(C(=O)NCc3ccccc3)CC2)nc2ccccc21	2	-6%	4%	-4	-10%	7%	3.1%	-1%	4%[57.1 µM]
CCCNC(=O)C(Cc1ccccc1)NS(=O)(=O)c1ccc2c(c1)CCC(=O)N2 (configuration not stated)	-3	0%	13%	2	-25%	-10%	-0.6%	1%	7%
CCc1ccc(-n2nc(C)c3c(C(=O)Nc4cc(C)ccc4C)cc(C)nc32)cc1	-3	8%	0%	-5	?	-8%	0.8%	-5%	52%[activator]
CCc1nnc(NS(=O)(=O)c2ccc(NC(=O)c3cccc4ccccc34)cc2)s1	1	4%	-3%	-9	-8%	16%	0.1%	-8%	-15%
CCOc1c(Cl)cc(Cl)cc1CNCCNCCO	1	-5%	9%	-11	-13%	-4%	2.0%	1%	3%
Cc1ccc(NC(c2cccc(Cl)c2)c2nnc(-c3ccccc3)o2)cc1F (configuration not stated)	1	0%	-13%	-5	-26%	3%	4.2%	-3%	-4%
CC(C)CNS(=O)(=O)c1ccc(CCC(=O)NCC2CCCO2)cc1 (configuration not stated)	2	-6%	0%	-2	-15%	6%	1.9%	1%	-24%[11.4 µM]
C=CCOc1c(Br)cc(CNn2cn[nH]c2=S)cc1OC	4	0%	13%	-6	-20%	5%	1.5%	0%	5%
C=C(C)CSc1nnc(CCCCCNC(=O)OC(C)(C)C)o1	4	0%	6%	-2	-8%	7%	1.9%	2%	-4%
O=C(NCCc1csc(-c2cccc(F)c2)n1)c1ccco1	3&2	6%&-2%	20%&3%	-9&-3	-16%&-28%	-2%&-11%	-1.2%&0.6%	0%&-6%	2%
Cc1ccc(N2C(=O)C(Cl)=C(NCCO)C2=O)c(C)c1	1	-2%	0%	1	-14%	.	-0.3%	-8%	-9%
CC1(C(=O)O)CCN1C(=O)c1cccc(C(F)(F)F)c1 (configuration not stated)	-6	0%	.	-1	.	.	.	0%	.
COc1cccc(Oc2nc3ncn(Cc4ccccc4)c3c(=O)n2C)c1	0	-5%	2%	0	-9%	-1%	2.5%	-3%	-11%
O=S(=O)(c1ccc(OCC2CO2)cc1)c1ccc(OCC2CO2)cc1 (configuration not stated)	0	-1%	-7%	-10	-13%	1%	-0.7%	?	-1%
CC(C)c1ccc(C(=O)COC(=O)C(O)c2ccccc2)cc1 (configuration not stated)	-3	7%	4%	-6	-13%	-5%	.	-5%	-5%
C/C=C\C(=O)Nc1cccc(C2=NOC3(C2)C[C@@H](C(N)=O)N(C(=O)c2ccc(Cl)cc2)C3)c1 (some centres not stated)	0	-4%	9%	0	-18%	8%	0.0%	1%	6%
O=C1c2ccccc2NC(c2ccc(O)c(O)c2)N1c1ccccc1Cl (configuration not stated)	-1	1%	4%	6	7%	-1%	0.3%	-1%	10%
CCC1=NN(C(=O)c2ccc(Br)cc2)C(O)(c2ccccc2)C1 (configuration not stated)	-3	-5%	-2%	-8	-6%	2%	6.4%	3%	-12%
Cc1ccc(C)c(Cn2c3ccccc3c3cnn(CC(=O)NC(C)CCc4ccccc4)c(=O)c32)c1 (configuration not stated)	-2	-1%	-4%	-1	14%	?	1.2%	-4%	18%
O=c1c(Cc2ccc(Cl)cc2)c(O)ccn1Cc1cccs1	0	-3%	11%	2	-19%	-2%	6.1%	5%	-3%
COc1ccc(C(=O)Nc2ccc3nc(SCC(=O)N4CCc5ccccc54)sc3c2)cc1	-1	0%	-5%	-3	-7%	-5%	12%	-4%	4%
CCC(C)(C)n1nnnc1C(C(C)C)N1CCN(C)CC1 (configuration not stated)	0	-3%	-4%	0	3%	-5%	2.4%	1%	3%
CC(C)N(Cc1ccccc1)C(=O)c1ccc2nsnc2c1	0	-2%	1%	-3	1%	2%	5.2%	0%	6%[57.1 µM]
O=C(COC(=O)c1n[nH]c2ccccc12)Nc1ccc(S(=O)(=O)N2CCCC2)cc1	0	-5%	-1%	-4	-21%	3%	0.8%	-1%	8%[57.1 µM]
CCCNC(=O)COC(=O)c1ccc(OCC(=O)Nc2ccccc2OC)c(OC)c1	1	-3%	-4%	-5	-21%	6%	-0.6%	0%	6%[57.1 µM]
O=C(CSc1nnc(CCc2ccccc2)n1-c1ccc(Cl)cc1)c1ccccc1	-1	-4%	-2%	-1	-4%	3%	1.0%	-5%	-10%
COc1ccc(-c2nn(-c3ccccc3)cc2/C=N/Nc2ccccn2)cc1OC	0	1%	11%	4	-11%	-4%	0.5%	-3%	-5%
Cc1ccc(-n2c(=O)c3ccc(C(=O)NCc4ccccc4Cl)cc3n(CC(N)=O)c2=O)cc1	-1	12%	0%	0	-9%	-1%	?	-8%	10%
COc1cccc(N2C(=O)C3CCCN3C2c2ccc(Cl)cc2)c1 (configuration not stated)	-3	-4%	-5%	2	-14%	1%	0.2%	-8%	1%[57.1 µM]

# Reprinted at random: 2 entries already listed, in no set order.
canonical_smiles	PI4K2A inh	Glioma ERSR ind	mIDH1 inhibitor	LDHA block	USP1-UAF1 inh	Vif-A3F inh	RXFP1 ag	Vif-A3G inh	TrxR1 substrate
O=C(COC(=O)c1n[nH]c2ccccc12)Nc1ccc(S(=O)(=O)N2CCCC2)cc1	0	-5%	-1%	-4	-21%	3%	0.8%	-1%	8%[57.1 µM]
O=C(CSc1nnc(CCc2ccccc2)n1-c1ccc(Cl)cc1)c1ccccc1	-1	-4%	-2%	-1	-4%	3%	1.0%	-5%	-10%
